GLP1R inv ag = acts as inverse agonist at human GLP-1 receptor | Potency, µM (titrated, usually from 38.3 µM), inactives show top-dose activity change, negative = inhibition, actives largely listed as inhibitors | hit rate 1.6% among 410,000 | P43220 | HEK293 GLP-1R CRE-luciferase, luminescence, 24 h; GLP-1R form is constitutively active | AID 624417; note: % is set by controls: 0 for no effect and ±100 for the full control effect; nearly all actives have a fitted effect of over 55% in size
Target sequence (P43220 whole entry, looked up): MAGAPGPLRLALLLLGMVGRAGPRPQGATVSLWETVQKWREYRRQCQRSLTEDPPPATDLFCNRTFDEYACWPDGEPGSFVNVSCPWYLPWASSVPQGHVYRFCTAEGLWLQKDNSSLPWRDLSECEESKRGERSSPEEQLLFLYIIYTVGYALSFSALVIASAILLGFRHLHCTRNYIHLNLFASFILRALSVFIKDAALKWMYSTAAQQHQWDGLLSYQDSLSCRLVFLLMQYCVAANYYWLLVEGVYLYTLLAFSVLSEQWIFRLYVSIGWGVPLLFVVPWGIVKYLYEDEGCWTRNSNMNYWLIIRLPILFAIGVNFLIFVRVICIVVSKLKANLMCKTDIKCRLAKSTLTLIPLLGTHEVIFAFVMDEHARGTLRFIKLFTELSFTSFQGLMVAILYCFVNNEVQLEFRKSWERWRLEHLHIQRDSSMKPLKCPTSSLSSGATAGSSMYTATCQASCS
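Using stably transfected HEK293 (constitutively active GLP-1R, cAMP-luciferase reporter), compounds were incubated 24 hr and luciferase measured by luminescence.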
HT1080-NT tox = kills 2HG-producing HT-1080-NT fibrosarcoma cells. HT-1080-NT fibrosarcoma viability, CellTiter-Glo ATP luminescence, 48 h. Potency, µM (highest dose often 46.1 µM), for the others: at the top dose activity, negative = less viability, most hits filed as cytotoxic. hit rate 1.6% among 360,000;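 note: NT is the 2HG producing partner of a matched IDH1 knockdown line; 0% = DMSO-treated cells and -100% = media-only wells without cells; nearly all actives have a fitted effect of over 55% in size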
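Viability of the 2HG-overproducing fibrosarcoma line after 48 hours of compound exposure at 37 degrees C was determined by luminescence with CellTiter-Glo, and concentration-effect curves were then fitted and categorized.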
HT1080 IDH1KD tx = kills HT-1080 cells with IDH1 knockdown; HT-1080 IDH1 knockdown viability, ATP luminescence, 48 h; Potency, µM (highest dose often 46.1 µM), without a hit: top-dose activity, negative = toxicity, actives largely listed as cytotoxic; hit rate 2% among 360,000; AID 686971;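 note: 0% = DMSO wells and -100% = cell-free medium wells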
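Using the IDH1-knockdown HT-1080 line run in the same batch and compound series as the NT line, viability after 48 h at 37 °C was determined by CellTiter-Glo luminescence and expressed as % activity.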
GLP-1R agonist = activates the human GLP-1 receptor | AID 624172 | HEK293 GLP-1R CRE-luciferase, luminescence, 4-6 h; cells express a hypersensitive GLP-1R form | P43220 | hit rate 0.007% among 380,000 | Potency, µM (highest dose often 45.6 µM), for inactives: top-dose activation, most hits filed as activators; note: % of control where 0% means no effect
TDP43 rescue = rescues yeast growth from TDP-43 toxicity | TDP-43 expressing yeast growth rescue, BacTiter-Glo, 24 h | Potency, µM (top dose mostly 46.1 µM), for the others: top-dose growth rescue (activation), hits mostly activators | hit rate 1.8% among 410,000; note: % of control where 0% means no effect; nearly all actives have a fitted effect of over 50% in size
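Luminescence from BacTiter-Glo reports growth of TDP-43-expressing yeast after 24 hr at 30 deg C with compound. Cells were raffinose-pregrown to mid-log, then seeded in galactose medium at OD600=0.02.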
SW480 rereplic = induces DNA re-replication in SW480 colon adenocarcinoma cells; hit rate 1.8% among 340,000; Potency, µM (series often up to 46.1 µM), without a hit: top-dose re-replication activation, hits mostly activators; SW480 DNA re-replication, Hoechst DNA content imaging, 48 h; note: % of control where 0% means no effect; nearly all actives have a fitted effect of over 55% in size
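250 cells/well; 23 nL cpd via pin tool; 48 hr, 37 C, 5% CO2; Hoechst 40 min; imager read of total nuclear intensity, ex 405/em 500-530 nm.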
KB-V1 cytotox = KB-V1 MDR subline cytotoxicity; KB-V1 MDR cells viability, CellTiter-Glo, 72 h; Potency, µM (titrated, usually from 46.1 µM), for inactives: top-dose activity change, negative = cytotoxicity, actives largely listed as cytotoxic; hit rate 3.4% among 400,000; AID 1347076; note: % is set by controls: 0 for no effect and ±100 for the full control effect; nearly all actives have a fitted effect of over 60% in size
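KB-V1 cells (P-gp-expressing MDR subline of KB-3-1) in phenol-red-free DMEM with 10% FBS were exposed to library compounds over a concentration series for 72 h at 37 degrees C. Viability read by CellTiter-Glo luminescence; concentration-effect curves fitted after normalization.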
HEK293 tox = cytotoxicity counter-screen for GLP-1 receptor inverse agonists | HEK293 cAMP-luciferase reporter cells, luminescence, 24 h | Potency, µM (highest dose often 38.3 µM), without a hit: top-dose activity change, negative = inhibition, usual class: inhibitors | hit rate 0.13% among 410,000 | AID 624418;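 note: loss of luciferase light is scored as toxicity; % is set by controls: 0 for no effect and ±100 for the full control effect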
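Seeding density was 200 cells/uL; after overnight-length (12 h) culture, 23 nL compounds went on for 24 h at 37 °C. Readout used a luciferase detection reagent, luminescence taken after 12 min at room temperature.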
KB-3-1 tox = KB-3-1 parental cell cytotoxicity | Potency, µM (titrated, usually from 46.1 µM), without a hit: top-dose activity change, negative = cytotoxic, actives largely listed as cytotoxic | KB-3-1 viability, CellTiter-Glo ATP luminescence, 72 h | hit rate 1.4% among 400,000; note: % is set by controls: 0 for no effect and ±100 for the full control effect; nearly all actives have a fitted effect of over 60% in size
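72 h, 37 °C compound treatment of KB-3-1 parental cells; CellTiter-Glo added, 10 min, luminescence read. Data corrected against DMSO-only plates and normalized before curve fitting.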
Active calls of the source: *; ? = inconclusive; · = no result given; & = joins results of further samples; [ ] = dose if it differs, or a comment. Calls come from the whole dose curve; as a rule, active = well fitted curve in the direction sought with a large enough effect; inconclusive = small, poorly fitted or top-dose-only effect, or another doubt; inactive = no such curve, though single readings can be large; an effect the other way counts as inactive or inconclusive. Potency is the fitted concentration of half-maximal effect. Compounds as they come. About 9.4% of those tested had a hit in this group.

Start of the listing, in advance (5 entries):
SMILES | GLP1R inv ag | HT1080-NT tox | HT1080 IDH1KD tx | GLP-1R agonist | TDP43 rescue | SW480 rereplic | KB-V1 cytotox | HEK293 tox | KB-3-1 tox
CC(C)c1ccc(NC2CCCN(C(=O)c3ccccc3-c3ncc[nH]3)C2)cc1 (centres undefined) | ? | -17% | -13% | 6% | -4% | 17% | -5% | -13% | -8%
CCOC(=O)C(NC(=O)OC(C)C)(Nc1nccs1)C(F)(F)F (centres undefined) | 2% | 11% | 8% | 0% | -5% | -5% | 3% | 0% | -2%
Cc1cccc(Nc2nc3c(c(=O)n(C)c(=O)n3C)n2CC(O)CO)c1 (centres undefined) | -25% | -1% | -2% | 6% | 14% | -1% | 6% | 2% | 7%
C/C(=N\NC(=O)c1cccs1)c1c(O)cc(C)oc1=O | 17% | -1% | 0% | 3% | 24% | 20% | 0% | -4% | 4%
CCCCCCCSc1ncnc2[nH]ncc12 | 72%[activator] | ? | -26% | ? | -10% | ? | -1% | ? | -25%

Main list, repeating the preview:
SMILES | GLP1R inv ag | HT1080-NT tox | HT1080 IDH1KD tx | GLP-1R agonist | TDP43 rescue | SW480 rereplic | KB-V1 cytotox | HEK293 tox | KB-3-1 tox
CC(C)c1ccc(NC2CCCN(C(=O)c3ccccc3-c3ncc[nH]3)C2)cc1 (centres undefined) | ? | -17% | -13% | 6% | -4% | 17% | -5% | -13% | -8%
CCOC(=O)C(NC(=O)OC(C)C)(Nc1nccs1)C(F)(F)F (centres undefined) | 2% | 11% | 8% | 0% | -5% | -5% | 3% | 0% | -2%
Cc1cccc(Nc2nc3c(c(=O)n(C)c(=O)n3C)n2CC(O)CO)c1 (centres undefined) | -25% | -1% | -2% | 6% | 14% | -1% | 6% | 2% | 7%
C/C(=N\NC(=O)c1cccs1)c1c(O)cc(C)oc1=O | 17% | -1% | 0% | 3% | 24% | 20% | 0% | -4% | 4%
CCCCCCCSc1ncnc2[nH]ncc12 | 72%[activator] | ? | -26% | ? | -10% | ? | -1% | ? | -25%
Cc1ccc(S(C)(=O)=O)cc1C(=O)Nc1cccc(S(=O)(=O)N2CCCCCC2)c1 | -6% | -13% | -18% | 3% | 3% | -21% | ? | -10% | ?
COC(=O)c1ccc(COC(=O)c2[nH]c(C)c(C(C)=O)c2C)o1 | 31%[activator] | -19% | -20% | 18% | 22% | -1% | -24% | -2% | -20%
O=C(OCc1cn([C@H]2CN(C(=O)C3CCCCC3)[C@@H](c3ccccc3)C[C@@H]2O)nn1)c1ccccc1 | ? | -4% | -7% | -4% | 0% | · | -6% | -7% | 1%
O=C(Cn1c2c(c(=O)n3ncnc13)CCC2)N/N=C/c1cccs1 | 2% | -1% | -1% | 0% | 3% | -11% | 21% | -5% | 5%
CCOc1ccc(-c2cccc(NS(=O)(=O)c3ccc(Cl)s3)c2)nn1 | 17% | · | · | · | ? | · | 2% | -4% | 2%
Cc1cc(C)cc(C(=O)NC(CC(N)=O)c2ccc(NCCN3CCCC3)c([N+](=O)[O-])c2)c1 (centres undefined) | 22% | 18% | -1% | 0% | 4% | -1% | ? | 6% | -14%
O=C(CSc1ncn(-c2ccccc2)n1)Nc1ccc(Br)cn1 | 5% | -4% | 0% | 0% | -5% | -9% | 0% | 4% | 4%
COc1ccc(S(=O)(=O)N2CCOCC2)cc1NC(=O)CCCOc1ccccc1 | -23% | 5% | 16% | 10% | 20% | -1% | ? | -12% | 12%
O=C(NNC1=Nc2ccccc2SC1)c1cccc([N+](=O)[O-])c1 | 11% | -16% | ? | 4% | 27% | -70%[inhibitor] | ? | 1% | ?
CCOc1ccc(N(CC(=O)NC2CCCC2)C(=O)CCCC(=O)Nc2ccccn2)cc1 | 0% | 11% | 18% | -3% | 10% | 2% | -3% | -8% | 0%
CCc1ccc(-c2cn(-c3nc(C)cc(C)n3)c(=N)o2)cc1 | ? | -29% | -13% | 1% | ? | 0% | ? | ? | 21µM*
COc1ccc2oc(=N)c(C(=O)NCc3ccccc3)cc2c1 | 13% | -2% | -26% | -3% | ? | 11% | 0% | 9% | 15%
CCCn1c(NCc2ccc3c(c2)OCO3)nc2ccccc21 | -18% | ? | -16% | 8% | -21% | -4% | -19% | 2% | -6%
CCN(CCCNC(=O)C1CCN(C(=O)c2cc3sccc3n2C)CC1)Cc1ccccc1 | ? | -7% | -17% | 10% | -4% | ? | 5% | -12% | 19%
COc1cccc(C(=O)NCC(=O)OCc2cc(=O)n3ccsc3n2)c1 | 5% | · | · | · | 3% | · | ? | 3% | 4%
COc1ccc(OC)c(NC(=O)CCn2ccnc2)c1 | 4% | 2% | 13% | 7% | -3% | -8% | 12% | -16% | 12%
COc1c(Br)cc(Br)cc1/C=C1/C(=O)N=C(N)N1C | -9% | -13% | -14% | 7% | -18% | 22% | 9% | -5% | 23%
O=C(/C=C/c1ccccc1)Oc1ccc(C(=S)N2CCOCC2)cc1 | 30% | -1% | 0% | 4% | -5% | -3% | -1% | 3% | 2%
CN(C)CCCN(Cc1ccccc1)C(=S)Nc1cccc(C(F)(F)F)c1 | ? | -5% | -13% | 17% | 2% | · | -23% | ? | -9%
CCO[C@@H]1OC(C(=O)NCc2nc3ccccc3[nH]2)=C[C@H](C2CCCCC2)[C@H]1CCCO | ? | -9% | -7% | -10% | 15% | -9% | 4% | -16% | -16%
Cc1ccccc1Cn1nnc(C(=O)Nc2ccc3c(c2)OCCO3)c1N | ? | -6% | ? | 8% | 22% | 0% | -35% | 8% | -15%
Cc1ccc(N(C)S(=O)(=O)c2ccc3[nH]cc(C(=O)NCCCN4CCOCC4)c(=O)c3c2)cc1C | ? | -27% | -19% | 7% | -9% | ? | 27% | -2% | 0%
O=C(C1CCC(Cn2c(=S)[nH]c3ccccc3c2=O)CC1)N1CCN(c2ccccn2)CC1 (centres undefined) | -34% | -1% | -4% | 4% | -9% | -7% | ? | 3% | ?
CCCN1CCN(CC(=O)NCC(=O)Nc2cccc(C)c2C)CC1 | 1% | 10% | -3% | 9% | -31%[inhibitor] | -4% | 24% | -12% | 10%
O=C(NC12CC3CC(CC(C3)C1)C2)c1c(Cl)cccc1Cl | 8% | 3% | 0% | 6% | -7% | 3% | 3% | 3% | 5%
O=[N+]([O-])c1ccc(C(O)C23CN4CN(CN(C4)C2)C3)cc1 (centres undefined) | 2% | 3% | -4% | 3% | -27% | -3% | 9% | 17% | -7%
CCN(C(=O)CN1CCN(c2cccc(C(F)(F)F)c2)CC1)c1c(N)n(Cc2ccccc2)c(=O)[nH]c1=O | 10% | -18% | -9% | 0% | -3% | 0% | 9% | 5% | 1%
Cc1c(NS(=O)(=O)c2cccc(C(=O)O)c2)c(=O)n(-c2ccccc2)n1C | 19%&3% | 4% | 3% | -4% | 9%&0% | -5% | 21%&22% | 3%&2% | 0%&3%
CC1CCC2CCCCC2N1C(=O)c1cc([N+](=O)[O-])cc([N+](=O)[O-])c1 (centres undefined) | 6% | 0% | -12% | 7% | 26% | -2% | ? | 8% | -3%
O=[N+]([O-])c1ccc(N2CCCCC2)cn1 | 17% | 14% | 12% | 4% | 5% | -160%[inhibitor] | 4% | -24% | 2%
O=C(O)CSc1nnc(-c2ccccc2O)n1Cc1ccccc1 | 9% | 4% | 8% | 2% | -1% | 1% | 13% | -21% | 20%
Nc1nc(CSc2nnc(-c3cccc(F)c3)n2-c2ccccc2)nc(N2CCOCC2)n1 | 11% | 9% | 6% | -6% | -7% | · | -3% | 1% | 0%
COC(=O)C1CN(C(=O)COc2ccc(C)c(C)c2)c2ccccc2O1 (centres undefined) | -24% | 9% | 0% | 14% | -14% | -7% | 28% | 1% | 4%
N#CC1=C(N)N(c2ccccc2)C2=C(C(=O)CCC2)C1c1ccsc1 (centres undefined) | 0% | 11µM* | ? | -2% | 16% | ? | ? | 2% | 22%
CCc1ccc(C(=O)c2cn(CC(=O)Nc3cc(F)ccc3F)c3nc(C)ccc3c2=O)cc1 | 4% | · | · | · | -33%[inhibitor] | · | -2% | 6% | -16%
COc1cccc(CN2CC(C(=O)NCCCc3ccc(C)cc3)CCC2=O)c1 (centres undefined) | -22% | -2% | -13% | 9% | -3% | 2% | -7% | -3% | -1%
CC(=O)Nc1ccc2c(c1)CCCC2=O | 22% | 10% | 12% | 9% | 7% | -2% | 20% | 1% | 2%
COc1ccc(-c2nc3n(c(=O)c2C#N)CCS3)cc1OC | 9% | 2% | -1% | 11% | -1% | -1% | -22% | -14% | -1%
COc1ccc(OCc2nc3ccc(S(=O)(=O)Nc4ccccc4Cl)cc3[nH]2)cc1 | -9% | -13% | ? | 4% | -17% | -5% | ? | -6% | -1%
O=C(CNc1ccc(F)cc1)N/N=C1\CCCc2ccccc21 | ? | 0% | -9% | 3% | 9% | -3% | 1% | -27% | -3%
Cc1ccn(-c2n[nH]c(C)c2[N+](=O)[O-])n1 | 3% | 2% | 4% | -3% | -4% | 0% | 9% | -5% | 0%
CCOC(=O)c1c(NC(=O)c2ccoc2C)sc2c1CCC2 | 5% | -20% | -1% | 9% | -18% | 6% | 21µM* | -6% | 4%
CC1(C)Oc2ccc(C(=O)Nc3ccccc3)cc2N(CC#N)C1=O | -12% | 11% | 11% | 22% | 2% | -2% | ? | -2% | 1%
O=C1C2C3C=CC(C4CC34)C2C(=O)N1c1cc(Cl)ccn1 (centres undefined) | -15% | 4% | 8% | -3% | 1% | 0% | 3% | -3% | 7%
CC(C)N=C1CC(C)(C)CC(=O)/C1=C(/O)CCCN1C(=O)c2ccccc2C1=O | ? | 1% | 1% | 12% | -3% | -81%[inhibitor] | 2% | 9% | -1%
COc1cc(Cl)c(C)cc1NC(=O)CSc1nnc(-c2cccnc2)n1Cc1ccco1 | 0% | -2% | -14% | 1% | 3% | -6% | ? | -20% | -6%
CCc1ccccc1NC(=O)NC(C)c1ccc2c(c1)OCO2 (centres undefined) | ? | -2% | 1% | -3% | -9% | -28% | -11% | 23% | ?

Source: PubChem BioAssay (National Center for Advancing Translational Sciences (NCATS))
